Screening data (PubChem)
miR122 inh: miR-122 Renilla sensor signal increase in Huh7, primary screen, miR-122 inhibitor project, cell-based, single point, plate reader; activation (reporter increase), % at 12.5 µM; AID 602342, 2012; Huh7 miR-122 Renilla luciferase sensor, 48 h; neutral wells = 0, positive control = 100; 340,000 compounds, 0.3% hits;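 active = mean replicate activation score at least 90 and every replicate individually at or above 90; inconclusive = only one of the two criteria met; inactive = neither criterion met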;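 also: higher luciferase means less miR-122 activity so hits act as miR-122 inhibitors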
SIRT5 inh: SIRT5 desuccinylase inhibitors, primary screen, biochemical, fluorescence imaging, single point, set 5 | Purified SirT5, succinyl-peptide AMC, trypsin-coupled fluorescence | 330,000 compounds, 1.1% hits | AID 652115, 2013 | inhibition, % at 15 µM; in the data active = inhibition above about 15%; inconclusive = no clear call, values can overlap the other calls
F508del corr: F508del CFTR correction, initial screen, CFBE line, single point; CFBE cells, YFP halide quenching; stimulated with forskolin plus potentiator P3; % fluorescence drop versus neutral controls; activity (quench increase), % at 7.58 µM; 350,000 compounds, 0.36% hits;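 active = mean added fluorescence quench of at least 8% versus neutral control, with both replicates also reaching 8%; inconclusive = only one of the mean or replicate conditions met; inactive = mean below 8% and not both replicates reaching 8%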;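 also: cells transiently co-express mutant CFTR-F508del with the halide-sensitive YFP; corrector assay measuring rescue of mutant channel to the surface after 24 h compound exposure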
CASP6 VEID inh: human caspase-6 inhibitors, primary screen, biochemical, VEID-R110 fluorescence, single point, set 2 | inhibition, % at 12.5 µM | P55212 | purified caspase-6, Z-VEID-R110 cleavage fluorescence | 350,000 compounds, 0.53% hits;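 active = mean inhibition across replicates at least about 35%, with every replicate also reaching that limit, limit read from the data; inconclusive = only one of the two criteria met; inactive = neither criterion met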;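 also: 0% = median of neutral control wells and 100% = no fluorescence left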
DENV2 CPE rescue: inhibitors of DENV2 cytopathic effect, primary screen, cell-based, plate reader, single concentration | DENV2-infected cells, cytopathic effect rescue | CPE inhibition, % at 9.99 µM | AID 651640, 2012 | 350,000 compounds, 1.7% hits; in the data active = CPE inhibition above about 20%, passing the limit was not always enough; inconclusive = no clear call, values can overlap the other calls; tested in BHK-21 cells;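 also: 0% = median of neutral control wells and 100% = median of positive control wells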
ERp5 inh: inhibitors of ERp5-driven insulin aggregation, primary screen, biochemical, turbidity, absorbance 650 nm, single point | 90 min | inhibition, % at 9.99 µM | 350,000 compounds, 0.05% hits | AID 651711, 2012;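 active = mean replicate inhibition above about 25%, with every replicate also reaching it, limit read from the data, passing the limit was not always enough; inconclusive = only one of those two criteria met; inactive = neither criterion met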
ERAP1 HTS inh: human ERAP1 aminopeptidase inhibitors, primary screen, biochemical, single point, plate reader | inhibition, % at 10.7 µM | Endoplasmic reticulum aminopeptidase 1 (Homo sapiens), Q9NZ08 | 340,000 compounds, 0.15% hits | recombinant ERAP1, Leu-AMC fluorescence, 60 min;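 active = mean replicate inhibition of at least 30%, or all replicates individually reaching that 30% level; inactive = mean below 30% and not every replicate reaching it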;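 also: 0% = neutral control wells and 100% = L-leucinethiol positive control wells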
Target sequence (Q9NZ08 whole entry, looked up): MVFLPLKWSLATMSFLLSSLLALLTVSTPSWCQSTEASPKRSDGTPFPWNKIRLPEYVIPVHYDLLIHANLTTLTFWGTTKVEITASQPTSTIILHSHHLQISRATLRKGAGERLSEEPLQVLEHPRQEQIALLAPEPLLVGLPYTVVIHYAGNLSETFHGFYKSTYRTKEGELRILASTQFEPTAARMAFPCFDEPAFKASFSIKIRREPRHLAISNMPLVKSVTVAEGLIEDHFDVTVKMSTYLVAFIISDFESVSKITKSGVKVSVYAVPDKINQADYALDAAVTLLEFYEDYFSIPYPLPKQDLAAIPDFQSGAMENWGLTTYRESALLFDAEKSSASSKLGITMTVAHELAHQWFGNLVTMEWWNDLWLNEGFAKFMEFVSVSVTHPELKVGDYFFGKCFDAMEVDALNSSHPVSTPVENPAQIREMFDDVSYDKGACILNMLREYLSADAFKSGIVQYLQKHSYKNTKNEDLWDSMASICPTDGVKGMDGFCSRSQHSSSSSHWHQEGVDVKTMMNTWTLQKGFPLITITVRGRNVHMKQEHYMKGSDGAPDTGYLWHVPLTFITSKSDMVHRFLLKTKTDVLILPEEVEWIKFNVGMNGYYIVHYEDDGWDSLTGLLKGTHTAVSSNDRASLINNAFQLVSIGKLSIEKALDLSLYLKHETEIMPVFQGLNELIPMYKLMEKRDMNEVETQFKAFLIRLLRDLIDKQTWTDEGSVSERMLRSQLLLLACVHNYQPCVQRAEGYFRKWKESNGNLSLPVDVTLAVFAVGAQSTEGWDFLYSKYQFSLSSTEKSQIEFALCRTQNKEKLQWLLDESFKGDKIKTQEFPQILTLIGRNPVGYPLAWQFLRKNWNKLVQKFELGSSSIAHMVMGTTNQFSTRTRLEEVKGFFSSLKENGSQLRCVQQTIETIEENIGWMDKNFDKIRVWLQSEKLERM
An asterisk follows results filed as active; [ ] = remark or other dose.

`CO[C@@H]1CN(C)C(=O)c2cc(NC(C)=O)ccc2OC[C@@H](C)N(CCC(F)(F)F)C[C@@H]1C` gave miR122 inh 1[16.7 µM], SIRT5 inh -2, F508del corr 2.3, CASP6 VEID inh 2, DENV2 CPE rescue -5, ERp5 inh 1 and ERAP1 HTS inh -3.
Screening CNC(=S)NCc1ccc2[nH]c(C)cc2c1 returned miR122 inh -5, SIRT5 inh -6, F508del corr 1.5, CASP6 VEID inh -1, DENV2 CPE rescue -2, ERp5 inh 1 and ERAP1 HTS inh 1.
For CO[C@@H]1CN(C)C(=O)c2cc(NC(=O)C3CC3)ccc2OC[C@H](C)N(Cc2cncnc2)C[C@@H]1C the results were SIRT5 inh 2, F508del corr -1.2, CASP6 VEID inh -2, DENV2 CPE rescue -8, ERp5 inh 4 and ERAP1 HTS inh 0.
`Cc1cc(C(=O)N/N=C2\CC(=O)c3ccccc32)c(C)n1-c1ccccc1` gave SIRT5 inh -6, F508del corr -1.3, CASP6 VEID inh -1, DENV2 CPE rescue -3, ERp5 inh 2 and ERAP1 HTS inh 5.
Cc1noc(C)c1S(=O)(=O)N(C)C[C@H]1Oc2ccc(NC(=O)CCCCCC(=O)Nc3ccccc3N)cc2CC(=O)N([C@@H](C)CO)C[C@@H]1C was read as SIRT5 inh 2, F508del corr -1.9, CASP6 VEID inh -2, DENV2 CPE rescue 7, ERp5 inh 5 and ERAP1 HTS inh 3.
`C=CCn1ccc(=NC=C(C#N)C#N)c2ccccc21` gave miR122 inh -1, SIRT5 inh 4, F508del corr 0.4, CASP6 VEID inh -3, DENV2 CPE rescue -1 and ERp5 inh -10.
Screening COc1ccc(NC(=O)N(C)C[C@@H]2OCCCC[C@@H](C)Oc3ccc(NS(=O)(=O)c4cn(C)cn4)cc3C(=O)N([C@@H](C)CO)C[C@H]2C)cc1 returned miR122 inh 3[16.7 µM], SIRT5 inh 1, F508del corr 0.4, CASP6 VEID inh -5, DENV2 CPE rescue inconclusive, ERp5 inh 19 and ERAP1 HTS inh 2.
Screening Cc1ccc(S(=O)(=O)NCC2CCN(C(=O)C(=O)c3cc4ccccc4o3)CC2)cc1 returned F508del corr -3.3, CASP6 VEID inh 2, DENV2 CPE rescue 10, ERp5 inh -11 and ERAP1 HTS inh 1.
CCOC(=O)Cc1nn(Cc2nc(-c3ccc(C)cc3)cs2)c(=O)c2ccccc12 was read as SIRT5 inh -1, CASP6 VEID inh 3, DENV2 CPE rescue 1, ERp5 inh 3 and ERAP1 HTS inh 2.
`CN(C)c1ccc([N+](=O)[O-])cc1C(=O)NCC(c1ccco1)N(C)C` (configuration not stated) gave miR122 inh -5, SIRT5 inh -6, F508del corr 1.6, CASP6 VEID inh -2, DENV2 CPE rescue -7, ERp5 inh -1 and ERAP1 HTS inh 1.
Screening CC1=CC(C)(C)N2C(=O)C3(C(C#N)=C(N)OC4=C3C(=O)CC(C)(C)C4)c3c(C)c(C)cc1c32 (configuration not stated) returned miR122 inh 8, SIRT5 inh -1, F508del corr -3.2, CASP6 VEID inh -5, DENV2 CPE rescue -10, ERp5 inh 2 and ERAP1 HTS inh 0.
COc1ccc(C(=O)Nc2ccccc2N2CCN(C(=O)C(C)C)CC2)cc1Cl was read as SIRT5 inh 0, CASP6 VEID inh 2, ERp5 inh 0 and ERAP1 HTS inh -1.
For CSc1ncnc2c1ncn2CCCN(C)Cc1ccco1 the results were miR122 inh -4, SIRT5 inh -2, F508del corr -2.5, CASP6 VEID inh -2, DENV2 CPE rescue -9, ERp5 inh 4 and ERAP1 HTS inh -2.
For CC(NCC(O)COCCC12CC3CC(CC(C3)C1)C2)c1ccccc1 (configuration not stated) the results were SIRT5 inh -3, F508del corr 3.1, CASP6 VEID inh 5, DENV2 CPE rescue -5, ERp5 inh -12 and ERAP1 HTS inh 3.
COc1cc(NC(=O)C2(C)CCN2C(=O)C(C)C)cc(OC)c1OC (configuration not stated) was read as miR122 inh -4, SIRT5 inh -1, F508del corr -1.7, CASP6 VEID inh -1, DENV2 CPE rescue -1, ERp5 inh -4 and ERAP1 HTS inh 3.
For COCCn1c(N)c(N(Cc2ccccc2)C(=O)c2ccc3ccccc3c2)c(=O)[nH]c1=O the results were miR122 inh -2, SIRT5 inh 14, F508del corr 0.2, CASP6 VEID inh 1, DENV2 CPE rescue -8, ERp5 inh -4 and ERAP1 HTS inh 11.
For COc1ccc(C(CC(=O)O)N2C(=O)CCC2=O)cc1 (configuration not stated) the results were miR122 inh -6, SIRT5 inh -3, F508del corr -1.3, CASP6 VEID inh -6, DENV2 CPE rescue 4, ERp5 inh -1 and ERAP1 HTS inh 2.
For Nc1ccc(CC(N)c2csc(Nc3nncc4ccccc34)n2)cc1 (configuration not stated) the results were miR122 inh -8, F508del corr -1.6, CASP6 VEID inh 2, DENV2 CPE rescue 1, ERp5 inh -5 and ERAP1 HTS inh -2.
Screening CC(C)NC(=O)Nc1ccc2c(c1)C(=O)N([C@H](C)CO)C[C@H](C)[C@@H](CN(C)Cc1ccncc1)O2 returned miR122 inh -1[16.7 µM], SIRT5 inh 2, F508del corr 1.6, CASP6 VEID inh -3, DENV2 CPE rescue -18, ERp5 inh -4 and ERAP1 HTS inh 0.
`CO[C@@H]1CN(C)C(=O)c2ccc(NC(=O)c3cc(C)on3)cc2OC[C@@H](C)N(C)C[C@@H]1C` gave SIRT5 inh 0, F508del corr -1.6, CASP6 VEID inh -5, DENV2 CPE rescue -12, ERp5 inh -3 and ERAP1 HTS inh 4.

Pulled by compound from above (3):
For COc1ccc(C(CC(=O)O)N2C(=O)CCC2=O)cc1 (configuration not stated) the results were miR122 inh -6, SIRT5 inh -3, F508del corr -1.3, CASP6 VEID inh -6, DENV2 CPE rescue 4, ERp5 inh -1 and ERAP1 HTS inh 2.
For Nc1ccc(CC(N)c2csc(Nc3nncc4ccccc34)n2)cc1 (configuration not stated) the results were miR122 inh -8, F508del corr -1.6, CASP6 VEID inh 2, DENV2 CPE rescue 1, ERp5 inh -5 and ERAP1 HTS inh -2.
Screening CC(C)NC(=O)Nc1ccc2c(c1)C(=O)N([C@H](C)CO)C[C@H](C)[C@@H](CN(C)Cc1ccncc1)O2 returned miR122 inh -1[16.7 µM], SIRT5 inh 2, F508del corr 1.6, CASP6 VEID inh -3, DENV2 CPE rescue -18, ERp5 inh -4 and ERAP1 HTS inh 0.

More records:
Cc1ccc(-c2csc(N(CCO)CCCn3c(C(F)(F)F)nc4cc(C(F)(F)F)ccc43)n2)cc1 was read as miR122 inh -2, SIRT5 inh 2, F508del corr -3.6, CASP6 VEID inh -2, DENV2 CPE rescue inconclusive, ERp5 inh 0 and ERAP1 HTS inh -2.
Screening CCOC(=O)CNc1nc(Cl)nc(Nc2ccc(Cl)cc2)n1 returned miR122 inh -2, SIRT5 inh 0, F508del corr -1.3, CASP6 VEID inh -3, DENV2 CPE rescue 0, ERp5 inh 1 and ERAP1 HTS inh 2.
`COc1ccccc1NCC(=O)c1ccc(Cl)cc1` gave SIRT5 inh 4, F508del corr -2.2, CASP6 VEID inh -1, DENV2 CPE rescue -3, ERp5 inh 7 and ERAP1 HTS inh -4.
Screening CNS(=O)(=O)c1ccc2c(c1)[nH]c(=S)n2C returned miR122 inh 1, F508del corr -2.7, CASP6 VEID inh 5, DENV2 CPE rescue -1, ERp5 inh 9 and ERAP1 HTS inh 0.
Screening CC1Cc2ccccc2N1S(=O)(=O)c1cccc(C(=O)NCc2ccncc2)c1 (configuration not stated) returned miR122 inh 6, SIRT5 inh 0, F508del corr -7.3, CASP6 VEID inh -5, DENV2 CPE rescue -5, ERp5 inh inconclusive and ERAP1 HTS inh -4.
For COc1ccc(-c2cn(-c3ccccc3)nc2C(=O)O)cc1OC the results were miR122 inh -4, SIRT5 inh -5, CASP6 VEID inh 2, DENV2 CPE rescue -3, ERp5 inh 1 and ERAP1 HTS inh 0.
For CCOC(=O)c1csc(COc2ccccc2Cl)n1 the results were SIRT5 inh 8, F508del corr -2.1, CASP6 VEID inh 0, DENV2 CPE rescue 0 and ERp5 inh 2.
Screening C#CCN1C(=O)[C@]2(OCCC=C[C@H]2C)c2ccccc21 returned SIRT5 inh 2, F508del corr -0.8, CASP6 VEID inh 4, DENV2 CPE rescue 77*, ERp5 inh 6 and ERAP1 HTS inh 5.
`CCCS(=O)(=O)NCCc1cc2ccc(OC)cc2[nH]c1=O` gave miR122 inh 4, SIRT5 inh 1, F508del corr -2.2, CASP6 VEID inh 2, DENV2 CPE rescue 11, ERp5 inh 4 and ERAP1 HTS inh 1.
For C[C@@H]1CN([C@@H](C)CO)C(=O)c2cc(Br)cnc2O[C@@H]1CN(C)C(=O)c1cccnc1 the results were miR122 inh 6[16.7 µM], SIRT5 inh -2, F508del corr 0.3, CASP6 VEID inh -1, DENV2 CPE rescue -4, ERp5 inh -4 and ERAP1 HTS inh -4.
CN(C)CCCNC(=O)C[C@@H]1C=C[C@@H](NC(=O)c2ccccc2F)[C@H](CO)O1 was read as SIRT5 inh 0, F508del corr -0.3, CASP6 VEID inh -3, DENV2 CPE rescue -4, ERp5 inh 4 and ERAP1 HTS inh 6.
Screening O=C(Cn1cc(C(F)(F)F)cc(Cl)c1=O)NCc1ccc(Cl)cc1Cl returned miR122 inh -8, SIRT5 inh 5, F508del corr 2.0, CASP6 VEID inh 2, DENV2 CPE rescue 5, ERp5 inh -1 and ERAP1 HTS inh 2.
COC(=O)c1cn(NC(=O)Cc2ccc(OC)c(OC)c2)c(=O)c2ccccc12 was read as miR122 inh 2, SIRT5 inh 0, F508del corr -0.3, CASP6 VEID inh 4, DENV2 CPE rescue 8, ERp5 inh -4 and ERAP1 HTS inh -3.
`CCO[C@@H]1OC(C(N)=O)=C[C@H](c2ccccc2)[C@H]1CCCO` gave miR122 inh -4, SIRT5 inh 3, F508del corr 0.0, CASP6 VEID inh 1, DENV2 CPE rescue -5, ERp5 inh 1 and ERAP1 HTS inh 1.
For NC(=O)c1ccc(NC(=O)COC(=O)CCC2CCCCC2)cc1 the results were miR122 inh -3, SIRT5 inh -4, F508del corr -1.9, CASP6 VEID inh 1, DENV2 CPE rescue 8, ERp5 inh -3 and ERAP1 HTS inh -1.
Screening COc1cc(C(=O)Oc2cccc(C(=S)N3CCOCC3)c2)cc(OC)c1OC returned miR122 inh -4, SIRT5 inh -2, F508del corr 0.7, CASP6 VEID inh 1, DENV2 CPE rescue 1, ERp5 inh 0 and ERAP1 HTS inh -6.
O=C(c1cccnc1)N1CCCCN2[C@@H](CO)[C@H](c3ccc(C#Cc4ccccc4)cc3)[C@@H]2C1 was read as miR122 inh 5[16.7 µM], SIRT5 inh 0, F508del corr -3.4, CASP6 VEID inh -1, DENV2 CPE rescue 12, ERp5 inh -3 and ERAP1 HTS inh -2.
COC(=O)/C(C#N)=C/c1c(N2CCN(Cc3ccc4c(c3)OCO4)CC2)nc2c(C)cccn2c1=O was read as SIRT5 inh 2, F508del corr 0.3, CASP6 VEID inh -1, DENV2 CPE rescue 0, ERp5 inh 2 and ERAP1 HTS inh 1.
COc1ccc(OC)c(NC(=O)CSc2ccc3nnc(-c4cccnc4)n3n2)c1 was read as miR122 inh -6, SIRT5 inh 1, F508del corr 2.8, DENV2 CPE rescue 1, ERp5 inh 3 and ERAP1 HTS inh -3.
Cc1c(NS(=O)(=O)c2cccc(C(=O)NCc3ccco3)c2)c(=O)n(-c2ccccc2)n1C was read as miR122 inh -12, SIRT5 inh -3, F508del corr 2.7, CASP6 VEID inh -43, DENV2 CPE rescue -10, ERp5 inh -20 and ERAP1 HTS inh 2.
For CCOc1ccc(Cl)cc1CSc1n[nH]c(C)n1 the results were miR122 inh 11, SIRT5 inh -5, F508del corr 0.2, CASP6 VEID inh 2, DENV2 CPE rescue 6, ERp5 inh 16 and ERAP1 HTS inh -6.

Not a hit list; about 4% have a hit in one of these screens.
